Screens: PubChem, several laboratories
CYP2C9 inhib: blockers of cytochrome P450 2C9 activity – biochemical, luminescence, ADME assay, primary screen. inhibition, % at 5 µM. AID 777, 2007. 96,000 tested, 20% active. P11712. CYP2C9 Supersomes, luciferin-H conversion;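 active = blocking of liver enzyme CYP2C9 beyond about 50% at 5 µM, limit read from the data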; also: values of inactives mirror those of a sister screen read the other way
CYP2C19 inhib: blockers of cytochrome P450 2C19 activity – biochemical, luminescence, ADME assay, primary screen; AID 778, 2007; 96,000 tested, 21% active; inhibition, % at 5 µM; CYP2C19 Supersomes, luciferin-H EGE luminescence, 30 min;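 active = CYP2C19 inhibition above a set limit at 5 µM in the primary screen, cut at about 50% in these data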;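 also: plate controls were negative control wells for no effect and 2.5 mM tranylcypromine positive control for full effect; values of inactives mirror those of a sister screen read the other way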
Target sequence (P33261 whole entry, looked up): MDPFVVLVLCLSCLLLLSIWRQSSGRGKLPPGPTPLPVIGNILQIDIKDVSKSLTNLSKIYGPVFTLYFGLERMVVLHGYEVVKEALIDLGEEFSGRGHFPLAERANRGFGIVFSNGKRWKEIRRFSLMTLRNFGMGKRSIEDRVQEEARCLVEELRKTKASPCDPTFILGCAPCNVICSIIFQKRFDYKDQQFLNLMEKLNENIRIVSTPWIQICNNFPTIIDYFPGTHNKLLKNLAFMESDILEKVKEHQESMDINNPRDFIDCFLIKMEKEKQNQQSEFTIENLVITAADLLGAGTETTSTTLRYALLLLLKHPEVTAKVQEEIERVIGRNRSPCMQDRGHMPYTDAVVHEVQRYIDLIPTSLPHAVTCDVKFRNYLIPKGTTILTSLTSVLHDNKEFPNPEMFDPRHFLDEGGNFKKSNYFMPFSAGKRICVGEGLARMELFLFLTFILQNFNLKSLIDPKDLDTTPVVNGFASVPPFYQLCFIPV
Rev-RRE block: HIV-1 Rev-RRE binding inhibitors, primary screen, biochemical, FRET, protein-RNA interaction; 97,000 tested, 0.79% active; Rev peptide-RRE RNA binding; P05866; inhibition, % at 8 µM;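 active = inhibition above the screen-wide mean plus 3 SD, cut at about 35% in these data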;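 also: 0% = median DMSO wells and 100% = median Neomycin B control wells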
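System: Cy5-labelled duplex RRE RNA binding fluorescein-labelled HIV Rev peptide; Signal: fluorescein-to-Cy5 FRET, 480 nm excitation; Also added: labelled Rev peptide; Compound: one concentration, 8 µM nominal; Buffer or medium: HEPES pH 7.5 salt buffer with EDTA; Read-out: % inhibition of FRET ratio versus controls; Schedule: 5 min preincubation and 15 min binding, 25 °C.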
PLAP act: PLAP enzyme activators, biochemical, luminescence, HTS. Alkaline phosphatase, placental type (Homo sapiens), P05187. 96,000 tested, 1.2% active. AID 696, 2007. purified PLAP enzyme, luminescent substrate read-out; stronger effect = higher value. activation fold at 20 µM; in the data active = activation fold above about 2
Target sequence (P05187 whole entry, looked up): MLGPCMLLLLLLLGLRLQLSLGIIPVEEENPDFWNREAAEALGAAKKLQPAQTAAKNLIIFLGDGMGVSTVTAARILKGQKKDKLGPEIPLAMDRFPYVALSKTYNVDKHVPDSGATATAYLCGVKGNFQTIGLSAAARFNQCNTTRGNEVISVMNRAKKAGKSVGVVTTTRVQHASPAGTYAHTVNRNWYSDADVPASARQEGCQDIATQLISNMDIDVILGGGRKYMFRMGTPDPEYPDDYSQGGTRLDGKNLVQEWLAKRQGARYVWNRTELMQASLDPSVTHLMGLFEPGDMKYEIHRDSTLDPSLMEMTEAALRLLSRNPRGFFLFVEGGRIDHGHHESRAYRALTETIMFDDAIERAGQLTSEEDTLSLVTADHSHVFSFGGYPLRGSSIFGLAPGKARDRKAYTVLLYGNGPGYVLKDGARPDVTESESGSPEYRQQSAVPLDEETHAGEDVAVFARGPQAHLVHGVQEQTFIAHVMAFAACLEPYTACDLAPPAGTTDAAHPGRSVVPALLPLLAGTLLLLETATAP
PLK1 kinase inh: human PLK1 kinase inhibitors, primary screen, biochemical, TR-FRET | Serine/threonine-protein kinase PLK1 (Homo sapiens), P53350 | recombinant PLK1 kinase, TR-FRET peptide phosphorylation | inhibition, % at 10 µM | 97,000 tested, 0.53% active;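 active = inhibition of 50% or more in the single-concentration screen; inactive = inhibition below 50%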;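 also: 0% = DMSO max control and 100% = H-89 dihydrochloride min control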
Plk1 PBD FP: Plk1 polo box domain binding inhibitors, primary screen, biochemical, fluorescence polarization; Serine/threonine-protein kinase PLK1 (Homo sapiens), P53350; Plk1 PBD phosphopeptide binding; inhibition, %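 (tested at about 20 µM)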; 97,000 tested, 0.13% active; in the data active = inhibition above about 34%, passing the limit was not always enough
CYP2C19 activ: human CYP2C19 activators, primary screen, biochemical, luminescence. activation factor at 5 µM. 96,000 tested, under 10 active. recombinant CYP2C19, luciferin-H EGE luminescence; stronger effect = higher value; 0 = fully inhibited enzyme, 1 = untreated enzyme. Cytochrome P450 2C19 (Homo sapiens), P33261;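 active = activation factor of at least 2 at 5 µM in the primary screen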;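 also: 0 = wells with 2.5 mM tranylcypromine and 1 = vehicle-only wells; values of inactives mirror those of a sister screen read the other way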
CYP2C9 activ: human CYP2C9 activators, primary screen, biochemical, luminescence | Cytochrome P450 2C9 (Homo sapiens), P11712 | recombinant CYP2C9, luciferin-H conversion; stronger effect = higher value; factor 1 = untreated enzyme, 0 = blocked | activation factor at 5 µM | 96,000 tested, 1.4% active | AID 1024, 2008;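 active = activation factor of 2 or more for CYP2C9 at a 5 µM dose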;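 also: 0 = sulfaphenazole-blocked wells and 1 = vehicle-only wells; values of inactives mirror those of a sister screen read the other way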
EphB4 ephrin blk: EphB4-ephrin-B2 interaction antagonists, primary screen, biochemical, TNYL-RAW peptide probe, fluorescence polarization | Ephrin type-B receptor 4 (Homo sapiens), P54760 | EphB4 LBD / TNYL-RAW-Alexa532 peptide | inhibition, % at 7 µM | 97,000 tested, 0.15% active;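 active = inhibition above the screen-wide mean inhibition plus 3 SD, cut at about 15% in these data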;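 also: 0% = DMSO wells and 100% = excess unlabeled TNYL-RAW peptide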
Active calls of the source: *; · = not tested or not shown; [ ] = remark or other dose.

item	structure	CYP2C9 inhib	CYP2C19 inhib	Rev-RRE block	PLAP act	PLK1 kinase inh	Plk1 PBD FP	CYP2C19 activ	CYP2C9 activ	EphB4 ephrin blk
1	Fc1ccc(C(c2nnnn2C2CCCC2)N2CCc3ccccc32)cc1 (stereo unspecified)	32	19	1	0.8	-8	16	0.8	0.7	-6
2	O/N=C/c1cn(-c2ccccc2)nc1-c1ccc2c(c1)OCCO2	53*	0	16	0.9	9	-41	1	0.5	4
3	O=C(c1ccco1)N(c1ccccn1)c1ccccn1	0	6	8	1.1	-2	-8	0.9	1	9
4	CCCN1C(=O)/C(=C/c2ccc(N3CCCC3)c(C)c2)NC1=S	53*	53*	139*[fluorescence artefact?]	0.7	-57	-231	0.5	0.5	3
5	Fc1ccc(OCCOCCNCC2CCCO2)cc1 (stereo unspecified)	·	·	5	·	-8	-25	·	·	0
6	Cc1ccc(CCCOC(=O)C[N+]2(C)CCOCC2)cc1	6	-3	4	1	-12	3	1	0.9	1
7	Cc1cc(Cl)cc2c1NC(=O)[C@]21[C@@H]2C(=O)N(Cc3ccccc3)C(=O)[C@@H]2[C@@H]2CCCN21	32	18	7	1.3	-16	-29	0.8	0.7	-9
8	Cc1nn(-c2ccccc2)c(N2CCCC2)c1/C=N/n1cnc2scc(-c3ccccc3)c2c1=O	21	10	5	1.1	-19	16	0.9	0.8	5
9	COc1ccc2nc(SCC(=O)/C(C#N)=C(\C)N)[nH]c2c1	15	33	0	0.9	-9	-8	0.7	0.8	2
10	CCCCn1c(SCC(=O)NCCc2ccc(OC)c(OC)c2)nc2c1c(=O)n(C)c(=O)n2C	-17	-14	10	1.3	-1	-19	1.1	1.2	7
11	O=C(CSc1nnc(NC(=O)c2ccco2)s1)NC1CCCCC1	5	-6	2	0.9	-9	18	1.1	0.9	-4
12	Cc1occc1-c1nnc(SCC(=O)Nc2nccs2)n1CCc1ccccc1	26	40	10	1.3	-8	-13	0.6	0.7	0
13	CCOC(=O)c1cccc(NC(=O)Cn2c(CC(=O)NC)nc3ccccc32)c1	71*	25	4	1.3	-9	15	0.8	0.3	-1
14	c1ccc(CCn2c3ccccc3c3nnc(SCc4ccc5nonc5c4)nc32)cc1	46	21	8	1.1	-7	10	0.8	0.5	5
15	Cc1cc(=O)oc2cc(OCC(=O)N3CCCc4ccccc43)ccc12	75*	44	7	0.7	-6	7	0.6	0.2	5
16	O=C(COC(=O)C1CCCO1)Nc1cccc(C(F)(F)F)c1 (stereo unspecified)	-25	-8	·	0.9	·	·	1.1	1.3	·
17	CC1Cc2ccccc2N1C(=O)CSc1nc2c(c(=O)n(C)c(=O)n2C)n1Cc1ccccc1 (stereo unspecified)	96*	76*	7	1.6	-20	-2	0.2	0	-1
18	CCOC(=O)c1ccc(N=c2sc(C(=O)OC)cc(=O)n2C2CC2)cc1	·	·	13	·	-5	19	·	·	15
19	Cc1c(N=Cc2ccc[nH]2)c(=O)n(-c2ccccc2)n1C	12	11	8	1	-11	-5	0.9	0.9	-10
20	CCc1nc2sc(C#N)c(N)c2c2c1CCCC2	·	·	6	·	-12	3	·	·	7
21	CCCCn1c(O)c(C=NCCCN(C)C)c(=O)[nH]c1=O	-13	-17	6	1.1	0	19	1.2	1.1	-5
22	COc1cc(Cl)c(C)cc1NC(=O)CSCC#N	·	·	2	·	-9	-19	·	·	6
23	COc1ccc(C)cc1NC(=O)c1nnn(Cc2cc(C)ccc2C)c1N	-142	17	9	0.9	6	17	0.8	2.4*	0
24	COC(=O)c1cccc(OC(N)=O)c1	-25	18	1	1	-12	6	0.8	1.2	-6
25	CCCCOc1ccc(C)cc1CN(CCO)CCO	7	7	0	1.4	-6	6	0.9	0.9	12
26	COCC(=O)Nc1nc(-c2ccccc2)ns1	·	·	8	·	-2	-12	·	·	10
27	CCc1nc(NCCN)c(C#N)c2c1CSC(C)(C)C2	35	14	8	1.3	0	-11	0.9	0.6	-7
28	COc1cc2c(cc1OC)-c1cc(NC3CC3)nc(=O)n1CC2	-16	-10	13	0.8	2	-1	1.1	1.2	-3
29	O=C(O)c1cc2ccc3ccccc3c2oc1=O	·	·	7	·	-16	16	·	·	0
30	Cc1ccc(C)c2[nH]c(=O)c(C(c3nnnn3C3CCCC3)N3CCOCC3)cc12 (stereo unspecified)	5	12	1	1.5	3	0	0.9	0.9	4
31	CCOc1ccc(CN(C(=O)c2oc3cc(C)ccc3c2C)C2CCS(=O)(=O)C2)cc1 (stereo unspecified)	87*	73*	13	1.5	-12	7	0.3	0.1	-5
32	O=S(=O)(c1ccc2ccccc2c1)N1CCC(c2nc(-c3ccncc3)no2)CC1	·	·	6	·	-1	-2	·	·	-2
33	CCCOC(=O)c1ccc(NC(=O)CCC(=O)OCC)cc1	59*	64*	-1	0.9	-3	14	0.4	0.4	-5
34	Cn1c(=O)n(Cc2ccc(F)cc2)c(=O)c2c1nc1n2CCCN1C1CCCCC1	2	12	6	0.9	-6	-42	0.9	1	4
35	CSc1n[nH]c(NCc2cccs2)n1	-8	-9	7	0.9	-8	-9	1.1	1.1	10
36	Clc1ccc2nc(CSc3nc4ccccc4o3)cn2c1	-18	-3	9	0.8	-5	18	1	1.2	6
37	O=C(Cn1cnc2ccccc2c1=O)Nc1nnc(SCc2ccccc2)s1	9	-2	9	1	-13	-1	1	0.9	3
38	COc1ccc(-c2[nH]ncc2-c2ccc(Cl)cc2)c(O)c1	43	75*	11	2*	33	12	0.3	0.6	-1
39	CC1=C(C(=O)N(C)C)C(c2ccc(Cl)c(Cl)c2)NC(=O)N1 (stereo unspecified)	-3	-2	5	1.1	-4	4	1	1	-7
40	O=C(Nc1ccc(NC(=O)C2CC2)nc1)c1cccs1	37	30	4	0.8	-10	23	0.7	0.6	6
41	COC(=O)c1cc(Br)c(=O)n(Cc2ccc(C(=O)O)cc2)c1	-5	-14	9	1	-12	8	1.1	1.1	3
42	Nc1nc(Nc2ccccc2)nc2ccccc12	14	41	-1	0.8	-8	-12	0.6	0.9	-7
43	Fc1ccc(CNc2nc3ccccc3n3nnnc23)cc1	12	6	30	1	-6	-5	0.9	0.9	3
44	CC(=O)C1=C(C)NC(SCSc2ccccc2)=C(C#N)C1c1cccnc1 (stereo unspecified)	66*	83*	11	1.1	-11	-16	0.2	0.3	-4
45	CCSc1nnc(NC(=O)c2cccc(OCc3c(C)noc3C)c2)s1	86*	88*	·	1.7	·	·	0.1	0.1	·
46	Cc1ccc(NC(=O)CSc2n[nH]c(-c3ccncc3)n2)cc1C	97*	63*	·	0.9	·	·	0.4	0	·
47	Cc1ccc(CN2CCN(C(=O)c3ccco3)CC2)cc1	·	·	3	·	-7	15	·	·	0
48	Cn1c(=O)c(-[n+]2ccccc2)c([O-])c2ccccc21	-7	1	4	0.8	3	-27	1	1.1	-3
49	O=S(=O)(Nc1ccc(-n2cccc2)cc1)c1ccccc1	98*	100*	3	1.1	-6	11	0	0	4
50	COc1ccc(N2CCN(c3ccc(NC(=O)c4ccc5c(c4)OCO5)cc3C#N)CC2)cc1	-10	-20	·	1	·	·	1.2	1.1	·
51	COc1ccc(C(c2nnnn2C(C)(C)C)N2CCN(c3nc4ccccc4s3)CC2)cc1OC (stereo unspecified)	98*	56*	·	1.7	·	·	0.4	0	·
52	O=C(CCN1c2ccccc2Sc2ccccc21)Nc1ccccc1	95*	80*	4	1.7	-12	-15	0.2	0	-3
53	COc1ccc(-n2c(Cc3cccn3C)nnc2SCC(=O)Nc2cc(C)cc(C)c2)cc1	28	21	·	1.4	·	·	0.8	0.7	·
54	Fc1ccc(-c2nnc(CN3CCN(c4ncc(C(F)(F)F)cc4Cl)CC3)o2)cc1	18	16	0	0.8	-6	-18	0.8	0.8	-6
55	O=C(NCCCCCCNC(=O)N1CCCCCC1)N1CCCCCC1	7	1	1	1.3	-1	0	1	0.9	3
56	Cc1ccc(Oc2nc3ccccc3n3c(C)nnc23)c(C)c1	14	11	2	0.9	-5	-12	0.9	0.9	1
57	CC(C)CC(C(=O)NC1CCCC1)N(Cc1cccs1)C(=O)c1snc(C(N)=O)c1N (stereo unspecified)	·	·	10	·	-16	3	·	·	-8
58	C=CCN1CCN(C(c2ccc(OC)c(OC)c2)c2nnnn2C(C)(C)C)CC1 (stereo unspecified)	-3	0	·	1.2	·	·	1	1	·
59	CCn1c(SCC(=O)c2[nH]c(C)c(C(C)=O)c2C)nnc1-c1ccncc1	8	66*	1	1	-14	-3	0.3	0.9	-11
60	O=C(NCc1cccs1)c1cnc2sccn2c1=O	2	1	·	1	·	·	1	1	·

Next structures:
item	structure	CYP2C9 inhib	CYP2C19 inhib	Rev-RRE block	PLAP act	PLK1 kinase inh	Plk1 PBD FP	CYP2C19 activ	CYP2C9 activ	EphB4 ephrin blk
61	CC1(CCc2ccccc2)NC(=O)N(Cc2nnc(-c3ccccc3Br)o2)C1=O (stereo unspecified)	-30	48	15	1.4	-10	-4	0.5	1.3	3
62	Cc1ccc(CS(=O)(=O)CCC(=O)NCCCN2CCCC2)cc1	10	-9	0	1.1	-15	4	1.1	0.9	-6
63	CCOC(=O)c1ccc(NS(=O)(=O)CC)cc1	80*	67*	3	1.1	-12	-19	0.3	0.2	2
64	O=c1c2ccccc2cnn1-c1ccc2ccccc2c1	3	2	2	0.7	-10	-9	1	1	4
65	CCCCNC(=O)COC(=O)c1ccc(NS(=O)(=O)c2ccc3c(c2)OCCO3)cc1	91*	31	4	1.3	-7	1	0.7	0.1	-4
66	O=C(NCCN=C1NS(=O)(=O)c2ccccc21)c1ccco1	11	6	7	0.8	-12	13	0.9	0.9	7
67	Cn1c(SCc2cccc(F)c2)nnc1-c1ccccn1	34	30	1	0.8	-9	7	0.7	0.7	-4
68	Nc1c(C(=O)N2CCOCC2)sc(=S)n1-c1ccccc1	5	2	7	0.9	-13	-19	1	1	0
69	Clc1ccc(C(c2nnnn2CCc2ccccc2)N2CCSCC2)cc1 (stereo unspecified)	79*	80*	5	1.1	-1	-13	0.2	0.2	2
70	Cc1ccc(S(=O)(=O)Nc2nsc(N)n2)cc1	-11	-7	·	1.1	·	·	1.1	1.1	·
71	COc1ccc(OCC(=O)N2CCN(c3cccc(Cl)c3)CC2)cc1	32	47	13	1.2	-35	3	0.5	0.7	-2
72	O=C(C1CCN(S(=O)(=O)c2cccs2)CC1)N1CCCCCC1	35	90*	-5	1.3	-1	-8	0.1	0.7	-5
73	CCc1ccccc1-n1c(SCC(=O)NC)nnc1-c1cccnc1	-8	8	0	1.2	-5	7	0.9	1.1	-1
74	O=C(O)CSc1ccc2ccccc2n1	-1	8	4	1	-2	10	0.9	1	2
75	COC(=O)CSc1nnc(C)c(=O)[nH]1	4	-4	7	0.9	-11	-15	1	1	-1
76	CCC/C(O)=C1\C(=O)CC(C)(C)CC1=Nc1ccc(OC)cc1OC	95*	97*	-2	1.5	-8	9	0	0.1	-17
77	CCOC(=O)c1c2c(n(C)c1C)C(=O)C(=O)c1ccc(Br)cc1-2	·	·	4	·	-5	116*	·	·	-2
